NCI-60 one-dose screen, 48 h, at 10 µM unless noted. Numbers give growth in % (100 = growth as untreated, 0 = no growth, -100 = all killed).
HOP-92 – HOP-92 NSCLC cells | hit rate 6.3% among 71,000 | AID 1794738
SR – SR leukemia cells | hit rate 8.7% among 73,000
CCRF-CEM – CCRF-CEM leukemia; hit rate 7% among 77,000; AID 1794778
MDA-MB-435 – MDA-MB-435 melanoma | hit rate 7.8% among 82,000
HOP-62 – HOP-62 NSCLC; hit rate 3.9% among 80,000
K-562 – K-562 leukemia; hit rate 7.4% among 78,000
RPMI-8226 – RPMI-8226 leukemia cells. hit rate 7.5% among 77,000
MOLT-4 – MOLT-4 leukemia cells | hit rate 6.9% among 80,000 | AID 1794779
Numbers without * were called inactive; · = no result given. The calls were made as follows: active = growth percent below 10; inactive = the rest.

SMILES	HOP-92	SR	CCRF-CEM	MDA-MB-435	HOP-62	K-562	RPMI-8226	MOLT-4
CCCCCCCCCCCCN1CCS(=O)(=O)CC1	76	102	103	99	107	108	94	94
N#C/C(=C\NC(=S)NC1CCCCC1)c1nc2ccccc2s1	84	83	100	111	84	96	99	100
CC(C)(C)n1cc(-c2ccnc(NCCCNS(=O)(=O)c3ccc(F)cc3)c2)c(-c2cccc(O)c2)n1	60	14	36	59	74	9.0*	·	34
Cc1cc(C)c(CN)cc1CN	·	·	·	103	98	103	90	103
C=CCn1cc(-c2nc3ccccc3s2)c2cc(-c3ccc4c5c(cccc35)C(=O)N(N)C4=O)ccc21	94	90	104	103	90	107	99	97
O=C(/C=C/c1ccc(Cl)cc1)n1nnnc1-c1ccccc1	94	83	97	100	101	89	95	87
CC(C)CS(=O)(=O)OCCCCOS(=O)(=O)CC(C)C	·	83	·	105	113	100	101	90
O=C1C(=O)c2ccccc2C(O)=C1CCCc1ccc(Oc2ccccc2)cc1	54	95	32	45	·	34	22	50
CCOC(=O)Nc1ccc(-c2ccc3c(c2)NC(=O)/C3=C\c2ccc[nH]2)cc1	102	19	98	102	92	92	100	99
O=C(Cc1ccc2c(c1)CN(C1CCC(=O)NC1=O)C2=O)NCc1cccc2ccccc12 (stereo not given)	-28*	14	9.6*	-15*	-23*	8.3*	18	-15*
CC(C)(C)NC(=O)C(OC(=O)c1cccc(Cl)c1)c1ccc(Cl)cc1 (stereo not given)	94	103	103	107	81	92	102	107
CCOC(=O)C(C(C)C)N1C(=O)/C(=C/c2ccc(Br)cc2)SC1=S (stereo not given)	88	106	96	99	99	94	96	93
Brc1cc(Br)c(OCC2CO2)c(Br)c1 (stereo not given)	72	88	104	95	97	112	93	102
O=C1CCC(C(=O)NNc2ccc([N+](=O)[O-])cc2)N1 (stereo not given)	92	104	80	90	105	50	93	88
N#CCCN(CCC#N)P(=O)(N(CCC#N)CCC#N)N(CCC#N)CCC#N	104	103	115	102	92	102	115	97

Sorted by heavy-atom count (highest first): part of the list above
SMILES	HOP-92	SR	CCRF-CEM	MDA-MB-435	HOP-62	K-562	RPMI-8226	MOLT-4
C=CCn1cc(-c2nc3ccccc3s2)c2cc(-c3ccc4c5c(cccc35)C(=O)N(N)C4=O)ccc21	94	90	104	103	90	107	99	97
O=C(Cc1ccc2c(c1)CN(C1CCC(=O)NC1=O)C2=O)NCc1cccc2ccccc12 (stereo not given)	-28*	14	9.6*	-15*	-23*	8.3*	18	-15*
O=C1C(=O)c2ccccc2C(O)=C1CCCc1ccc(Oc2ccccc2)cc1	54	95	32	45	·	34	22	50
CC(C)(C)NC(=O)C(OC(=O)c1cccc(Cl)c1)c1ccc(Cl)cc1 (stereo not given)	94	103	103	107	81	92	102	107
CCOC(=O)C(C(C)C)N1C(=O)/C(=C/c2ccc(Br)cc2)SC1=S (stereo not given)	88	106	96	99	99	94	96	93
N#C/C(=C\NC(=S)NC1CCCCC1)c1nc2ccccc2s1	84	83	100	111	84	96	99	100
O=C(/C=C/c1ccc(Cl)cc1)n1nnnc1-c1ccccc1	94	83	97	100	101	89	95	87
CC(C)CS(=O)(=O)OCCCCOS(=O)(=O)CC(C)C	·	83	·	105	113	100	101	90
O=C1CCC(C(=O)NNc2ccc([N+](=O)[O-])cc2)N1 (stereo not given)	92	104	80	90	105	50	93	88
Brc1cc(Br)c(OCC2CO2)c(Br)c1 (stereo not given)	72	88	104	95	97	112	93	102
Cc1cc(C)c(CN)cc1CN	·	·	·	103	98	103	90	103

(further entries)
SMILES	HOP-92	SR	CCRF-CEM	MDA-MB-435	HOP-62	K-562	RPMI-8226	MOLT-4
O=C1c2nccnc2C(=O)N1CCc1ccccn1	104	·	101	103	93	97	95	78
CCOC(=O)Oc1ccc([N+](=O)[O-])c(C=O)c1	85	90	96	110	116	99	103	85
CC(=O)N1N=C(c2ccc3ccccc3c2O)OC1c1ccc(Cl)cc1 (stereo not given)	105	·	91	106	104	99	89	77
CN1CCCCC1CCN1c2ccccc2Sc2ccc(Cl)cc21 (stereo not given)	53	-23*	39	27	84	8.0*	57	41
CC(=O)OCC1OC([n+]2c([O-])cc(=O)n3ccsc32)C(OC(C)=O)C1OC(C)=O (stereo not given)	·	105	114	105	94	90	108	104
CCCCC(=O)N1CCCC(C)C1 (stereo not given)	105	97	105	100	97	103	95	·
Nc1c(C(=O)Nc2ccccc2F)sc2nc3c(cc12)CCCC3	12	13	22	-7.5*	24	14	28	27
Cc1[nH]c2ccccc2c1CCNC(=O)c1ccc(-c2nn[nH]n2)cc1	93	118	107	99	101	105	104	102
CC/C(=C(\c1ccc(OCCN2CCCCCCC2)cc1)c1ccc(OC(=O)c2ccccc2)cc1)c1ccc(Cl)cc1	99	81	90	104	105	87	98	90
O=C(/C=C/c1ccc2nc(-c3cc(F)cc(F)c3)sc2c1)c1cc(F)cc(F)c1	122	85	·	98	102	91	97	98
C/C(=N\NC(=O)Cn1c(-c2ccc(S(C)(=O)=O)cc2)nc2ccccc21)c1ccccc1	83	106	107	98	103	113	102	98
CCOc1cc(S(=O)(=O)O)cc2cc(S(=O)(=O)O)cc(O)c12	91	94	104	105	109	106	102	97
C=C(C)[C@@H]1CC[C@]2(C)[C@H](CC=C3[C@@H]4C[C@@](C)(CO)CC[C@]4(C)CC[C@]32C)[C@@]1(C)CCCN	85	45	93	100	99	77	103	89
Nc1ccc(NC(=O)c2ccc(C(=O)Nc3ccc(N)cc3)cc2)cc1	87	79	55	112	122	97	28	93
COc1cccc(C2C3=C(COC3=O)N(CCO)c3cc4c(cc32)OCO4)c1 (stereo not given)	66	·	21	-40*	30	21	31	27
CCCCn1c(=O)c2c(nc(NCCc3ccc(O)c(O)c3)n2CCC)n(CCCC)c1=O	70	36	37	83	97	38	75	·
CCOP(=O)(CCCCN1C(=O)c2ccccc2C1=O)OCC	100	89	102	107	97	113	97	101
CCSc1nnc(-c2cnn3c2NC(c2ccccc2)C3)n1-c1ccccc1F (stereo not given)	73	90	88	91	97	80	80	94
COc1ccc(C2=NN(C(=O)c3ccc(S(N)(=O)=O)cc3)C(c3ccc(OC)cc3)C2)cc1 (stereo not given)	95	100	105	99	101	91	93	83
Cc1cc2nc3c4ccccc4n(CCCN(C)C)c3nc2cc1C	-18*	3.1*	0.2*	-93*	-0.8*	-4.1*	-26*	2.7*
Clc1ccc(-c2cn3nc(-c4ccccc4)nc3s2)cc1	47	106	94	89	60	76	89	91
COc1ccc(-c2cc(-c3ccc(N(C)C)cc3)n3c(n2)nc2ccccc23)cc1OC	24	61	72	98	105	63	60	59
OCCNc1c(Cl)c(Cl)c(Cl)c(Cl)c1Cl	72	42	·	106	76	82	97	64
COc1cc2c(c(OC)c1OC)C(=O)CO2	93	111	106	110	99	105	104	102
CCCn1cc(/C=N\N=C2\C(=O)Nc3ccc(OC(F)(F)F)cc32)c2ccccc21	112	·	49	93	79	68	70	51
N#CCCNCC(=O)O	109	101	104	119	112	107	113	98
CCc1cccc(CC)c1NC(=S)NN	·	·	·	98	110	98	116	95
O=C(O)N/N=C/c1ccccc1Cl	98	86	91	108	101	94	101	105
COc1cccc(-c2nc3occn3c2-c2ccnc(NCCNS(=O)(=O)c3ccc(Br)cc3)n2)c1	78	89	97	81	100	72	78	75
Cn1ccc2cc(NC(=O)c3cccnc3)ccc21	117	106	100	93	103	102	107	102
CCCCNC(=O)c1cccc(C2CCCCC2)c1O	85	83	106	102	102	30	110	92
O=C(CSc1nnc(-c2c[nH]c3ccccc23)o1)Nc1cc([N+](=O)[O-])ccc1F	89	102	106	108	99	91	105	82
COc1ccc(Cc2ccc(O)cc2)cc1	·	90	·	111	103	93	103	90
CCCCS(=O)(=O)OCc1cc(=O)c(O)co1	96	84	93	95	99	100	86	95
Cc1cc([N+](=O)[O-])ccc1Nc1ccc(C(=O)Nc2nc(C(=O)N3CCN(C(c4ccccc4)c4ccccc4)CC3)cs2)cc1[N+](=O)[O-]	90	73	46	85	51	62	62	64
[2H]C([2H])([2H])Oc1cc(F)ccc1/C=C/C(=O)/C=C(O)/C=C/c1ccc(F)cc1OC([2H])([2H])[2H]	97	101	100	94	92	101	103	85
CCCn1c(=O)[nH]c2c(c1=O)C(c1ccc(F)cc1)c1c([nH]c(=O)n(CCC)c1=O)N2	79	85	86	93	102	100	97	99
COc1ccc(OC)c(-c2nc(SCC(=O)c3ccc(Br)cc3)nc(Nc3ccc(S(N)(=O)=O)cc3)c2C#N)c1	·	14	35	-19*	48	22	51	28
Cc1coc(NS(=O)(=O)c2ccc(N=Nc3c(N)nc(N)[nH]c3=O)cc2)c1C	·	101	95	100	95	98	99	98
O=C1[C@H]2Cc3c([nH]c4ccccc34)[C@@H](c3c(Cl)cccc3Cl)N2C(=O)CN1C1CCN(Cc2c(F)cccc2F)CC1	47	64	61	72	82	61	45	54
O=C1N[C@@H](Cc2c[nH]c3ccccc23)C(=O)N(Cc2ccco2)[C@H]1Cc1ccccc1	99	89	90	109	80	86	77	89
CC(=O)N1N=C(c2ccc(Br)cc2)CC1c1cn(-c2ccccc2)nc1-c1ccc(Cl)cc1 (stereo not given)	127	148	99	100	90	105	86	124
Cc1cnc2c(=O)[nH]c(N)nc2n1	129	·	117	113	121	112	116	113
N/C(=N\c1nc2ccc([N+](=O)[O-])cc2s1)C(Cl)(Cl)Cl	36	58	77	84	42	81	39	77
CS(=O)(=O)Oc1ccccn1	108	96	108	99	114	99	106	102
COc1ccc(C(=O)c2cc(F)c(F)c(OC)c2F)c(OC(=O)C(Cl)Cl)c1OC(=O)C(Cl)Cl	83	31	72	23	70	28	67	70
CCSc1nnc2c3c4c(sc3nc(-c3cccnc3)n12)CCCCCC4	·	114	100	116	91	108	105	101
O=C(Oc1ccccc1)C(Br)C(Br)c1ccccc1 (stereo not given)	82	-24*	-29*	94	107	-44*	·	7.6*
Cc1ccc2oc(=O)cc(C3C4=C(CCCC4=O)OC3c3cc(=O)oc4ccc(Cl)cc34)c2c1 (stereo not given)	117	102	97	105	90	·	97	92
COc1cccc(Cn2c(C)c3c(=O)n(-c4ccc(Cl)cc4)[nH]c3cc2=O)c1	114	82	70	99	106	·	99	67
Nc1nc(N)c(N=Nc2ccc(S(=O)(=O)Nc3nccs3)cc2)cc1N=Nc1ccccc1	·	90	80	102	89	85	91	71
O=C1CC(Cc2coc(-c3ccc(Cl)cc3)n2)C(=O)N1c1ccccc1 (stereo not given)	58	95	101	93	98	80	83	90
O=C(CCn1cc[n+](CC(=O)c2ccc(C(F)(F)F)cc2)c1)Nc1cccc2cccnc12	·	105	96	104	104	86	95	95
CN(C)CCCNC(=O)c1ncc(-c2ccc(C(F)(F)F)cc2)c(NC2CCCCCC2)n1	·	16	101	82	85	34	81	80
CC1CCC2(CC1)SCC(=O)N2NC(=O)Cc1ccccc1Nc1c(Cl)cccc1Cl (stereo not given)	92	97	105	117	99	102	88	96
COc1ccc(C(=O)/C=C/c2ccccc2)cc1	83	·	96	94	86	96	67	94
COc1ccc(CNC(=O)C2CCN(c3nc(C(F)(F)F)ccc3C#N)CC2)cc1	89	95	90	93	100	90	86	86
CC(C)(C)OC(=O)N1C/C(=C\c2ccc(F)cc2)C(=O)/C(=C/c2ccc(F)cc2)C1	-30*	-11*	-6.2*	-83*	15	9.9*	-15*	-7.6*
Cc1cnc(Cl)nc1N1c2ccncc2Sc2ccncc21	91	·	113	109	·	94	101	107
C=Cc1ccc(-n2nc(C(=O)N3CCCCC3)c3c2CCC(NCCc2ccccc2)C3)cc1 (stereo not given)	86	96	95	99	115	71	99	91
Remaining list, next part
SMILES	HOP-92	SR	CCRF-CEM	MDA-MB-435	HOP-62	K-562	RPMI-8226	MOLT-4
Cc1cc2c(c(C)c1Cl)C(=O)/C(=C/c1ccccc1Cl)O2	110	·	108	108	94	·	101	87
O=C(CC(=O)C(F)(F)C(F)(F)C(F)(F)F)c1csc2ccccc12	·	81	51	85	77	·	45	83
O=C(COCC(=O)N/N=C/c1ccc(Cl)cc1)N/N=C/c1ccc(Cl)cc1	96	89	96	94	110	118	96	101
Cc1nn(-c2ccccc2)c(-n2ccnc2)c1/C=N/Nc1nc(-c2ccc(Cl)c(Cl)c2)cs1	-23*	41	26	66	11	19	·	32
O=C(Nc1ccc(N2CCNCC2)cn1)c1[nH]ncc1Nc1ncnc2sccc12	53	-6.0*	5.5*	-86*	73	-60*	1.9*	2.2*
CCOC(=O)c1ccc(NC2=CC(=O)C(C)=C(C)C2=O)cc1	113	50	54	44	71	62	66	41
COc1ccc2c(c1)C(=Nc1cc(OC)c(OC)c(OC)c1)C(=O)N2	57	75	81	118	36	102	66	104
CN1COc2ccc3ccccc3c2C1	·	·	·	106	80	100	·	91
CC(C)n1c(=O)nc(-c2ccccc2)c2cc3c(cc21)OCO3	73	91	·	106	100	96	96	91
O=C(/C=C/c1cn(-c2ccccc2)nc1-c1ccccc1)NNC(=O)Nc1ccc(F)cc1	117	103	·	100	105	101	97	104
CCOc1ccccc1CNCC(=O)N(CC(=O)N(CC(N)=O)Cc1ccccc1C)Cc1ccc(C(C)(C)C)cc1	55	64	93	95	99	54	74	67
COc1cc2c(OCCN3CCOCC3)nc3c4cc5c(cc4ccc3c2cc1OC)OCO5	43	44	56	58	106	66	58	72
Cn1cnc([N+](=O)[O-])c1Sc1nc(N)nc2nc[nH]c12	-3.1*	11	14	25	23	4.6*	-19*	11
O=C(CNc1ccccc1)Nc1ncc(Cc2ccc(Cl)cc2)s1	102	87	85	74	95	75	97	94
CCOC(=O)c1c(-c2cccs2)c(C#N)c(=O)n(Cc2nc3ccccc3[nH]2)c1N	79	97	109	109	89	101	95	104

Assay outcomes deposited in PubChem by NCI.
